ARFGAP1 inh = inhibitors of rat ARFGAP1; Arfgap1-stimulated ARF1 GTP hydrolysis, GDP FP detection; inhibition, % at 16.5 µM; actives 0.26% (n = 360,000);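 active means inhibition above a per-plate limit, mean inhibition of low control wells plus 3 SD, cut at about 25% in these data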;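 further: 0% = DMSO wells with enzyme and 100% = wells lacking Arfgap1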
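Assay system: Rat Arfgap1 GAP domain (His6, aa 1-136), purified enzyme | Buffer or medium: HEPES 25 mM pH 7.5, NaCl 150 mM, MgCl2, DTT | Schedule: GTP hydrolysis reaction 2 h at 25 °C | Signal: FP of antibody-bound GDP Alexa 633 tracer, ex 620/em 688 nm | Measure: Percent inhibition of Arfgap1-stimulated GTP hydrolysis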
NR1D1 modulator = modulates human Rev-erb alpha binding to DNA; P20393; Rev-erbα–FITC-DNA binding, fluorescence polarization, 90 min; activity, % at 10 µM; actives 0.79% (n = 370,000);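 active means activity above about 14%, limit read from the data; passing the limit was not always enough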;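 further: 0% = DMSO wells with 35 nM protein and 100% = DMSO wells with 750 nM protein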
Target sequence (P20393 whole entry, looked up): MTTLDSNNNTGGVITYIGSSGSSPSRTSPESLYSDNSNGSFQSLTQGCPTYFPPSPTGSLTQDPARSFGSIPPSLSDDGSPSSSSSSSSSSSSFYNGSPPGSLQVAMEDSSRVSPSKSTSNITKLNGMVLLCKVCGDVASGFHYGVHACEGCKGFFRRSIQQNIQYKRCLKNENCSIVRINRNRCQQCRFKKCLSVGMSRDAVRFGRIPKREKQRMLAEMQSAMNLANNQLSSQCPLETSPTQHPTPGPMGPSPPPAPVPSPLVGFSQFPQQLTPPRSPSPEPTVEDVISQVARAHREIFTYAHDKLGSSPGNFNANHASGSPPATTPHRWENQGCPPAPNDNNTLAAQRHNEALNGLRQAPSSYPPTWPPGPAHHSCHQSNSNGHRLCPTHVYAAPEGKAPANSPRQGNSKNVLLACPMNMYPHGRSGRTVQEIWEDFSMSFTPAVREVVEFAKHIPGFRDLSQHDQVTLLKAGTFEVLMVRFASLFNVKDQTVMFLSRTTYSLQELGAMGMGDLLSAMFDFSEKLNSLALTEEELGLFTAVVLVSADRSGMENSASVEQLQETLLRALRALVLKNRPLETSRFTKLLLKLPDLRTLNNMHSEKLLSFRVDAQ
ABHD4 inh = inhibitors of mouse ABHD4; purified mABHD4, FP-Rh probe fluorescence polarization; AID 720543; inhibition, % at 8.92 µM; Q8VD66; actives 0.54% (n = 370,000);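 active means inhibition exceeding the mean over every tested compound plus 3 SD, cut at about 30% in these data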;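 further: 0% = plate median of compound wells and 100% = S159A mutant with DMSO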
Target sequence (Q8VD66 whole entry, looked up): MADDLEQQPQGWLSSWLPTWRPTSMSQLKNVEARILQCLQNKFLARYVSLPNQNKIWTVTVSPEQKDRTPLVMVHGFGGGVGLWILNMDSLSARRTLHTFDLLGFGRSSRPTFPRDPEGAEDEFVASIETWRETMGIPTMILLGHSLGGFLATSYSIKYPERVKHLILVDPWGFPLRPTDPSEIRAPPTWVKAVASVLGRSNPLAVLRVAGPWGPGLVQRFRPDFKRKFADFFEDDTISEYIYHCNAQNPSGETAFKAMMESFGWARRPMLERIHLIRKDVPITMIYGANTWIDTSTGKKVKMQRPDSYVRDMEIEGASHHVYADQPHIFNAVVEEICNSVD
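Test system: mouse ABHD4 enzyme, wild type. Reagent: FP-Rh fluorescent activity-based probe, added after compound pre-incubation. Timing: pre-incubation 45 min, probe exposure 60 min, at 25 °C. Technique: FP readout, ex 525 nm / em 598 nm. Benchmarks: high control S159A mutant with DMSO, low control median of compound wells.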
GC-B act = GC-B (human) receptor activation; activation, % at 10 µM; HEK293-GC-B cells, CNP EC30, cGMP TR-FRET; 0% at EC30 CNP, 100% saturating CNP; AID 1920062; actives 0.11% (n = 370,000);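 active means activation at 10 µM reaching about 35% in either raw or pattern-adjusted values, limit read from the data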
ASAP1 inh = inhibitors of human ASAP1 ArfGAP activity | Q9ULH1 | ASAP1-stimulated ARF1 GTP hydrolysis, GDP FP detection | inhibition, % at 16.5 µM | actives 0.19% (n = 360,000) | AID 624377; in the data active means inhibition above about 25%;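 further: 0% = vehicle with enzyme and substrate and 100% = no enzyme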
rCAG binder = molecules binding r(CAG) RNA repeats. r(CAG) RNA repeat, TO-PRO-1 dye displacement fluorescence. inhibition, % at 3 µM. actives 1.3% (n = 370,000). AID 651821;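 active means inhibition above the plate cutoff, the mean of all test compounds on that plate plus 3 SD, cut at about 35% in these data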;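 further: 0% = DMSO alone and 100% = 100 µM mitoxantrone as full dye displacement; higher means more dye released from RNA so lower well fluorescence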
PG9 binder = small molecules binding HIV-1 gp120 antibody PG9 | TR-FRET gp120-PG9 antibody binding | inhibition, % at 6.7 µM | actives 0.43% (n = 360,000) | AID 624416; in the data active means inhibition above about 8.5%
SMARCA2 activ = activators of SMARCA2 function; activation, % at 9.1 µM; MG213 cells, MMTV-luciferase reporter, dexamethasone, overnight; AID 652017; actives 1% (n = 370,000); in the data active means activation above about 7.8%;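 further: 0% = vehicle wells and 100% = reference activator wells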
GC-A act = GC-A (human) enzyme activation. P16066. HEK293 GC-A cells, cGMP TR-FRET, EC30 ANP; 0% at EC30 ANP, 100% saturating ANP. activation, % at 10 µM. actives 0.14% (n = 370,000); in the data active means activation above about 40%
HTRA1 inhibitor = inhibitors of human serine peptidase HTRA1. Q92743. recombinant HTRA1, FP-rhodamine activity-based probe, fluorescence polarization. inhibition, % at 5.96 µM. actives 0.5% (n = 340,000). AID 504803; in the data active means inhibition above about 36%;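 further: 0% = enzyme with DMSO and 100% = wells lacking enzyme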
* marks the source's active call; other numbers are inactive results; nt = not tested or not shown. Rows were taken by chance; overall some 4.4% were active at least once.

smiles | ARFGAP1 inh | NR1D1 modulator | ABHD4 inh | GC-B act | ASAP1 inh | rCAG binder | PG9 binder | SMARCA2 activ | GC-A act | HTRA1 inhibitor
Cc1ccc(-n2c(Cc3cccn3C)nnc2SCC(=O)Nc2cc(C)on2)cc1 | 0 | 0 | -11 | -6 | -3 | 3 | -2.3 | -5 | -4 | -11
O=C(OCC1OC2OC3(CCCCC3)OC2C2OC3(CCCCC3)OC12)c1ccccc1 (configuration not stated) | 0 | 3 | -2 | 0 | -11 | 0 | -0.6 | -1 | -4 | -2
COc1ccc(/C=N/n2cnn(Cc3ccccc3Cl)c2=S)cc1OC | 4 | 4 | -2 | 4 | 7 | -2 | -2.7 | -3 | 6 | 2
O=c1cnn(Cc2ccc(F)cc2)c2ccccc12 | 6 | 6 | 6 | 1 | 1 | -6 | -0.8 | -4 | -5 | 2
OC(CNCC1COc2ccccc2O1)COc1ccc(Cl)cc1 (configuration not stated) | 6 | -6 | 7 | -2 | 9 | -9 | 0.6 | 0 | 1 | 0
C=CCSc1nnc(NC(=O)c2ccc(N3CCCC3=O)cc2)s1 | -1 | 1 | -4 | 3 | 2 | 3 | 1.4 | 1 | 0 | 2
CCOC(=O)/C=C(\C)N1N=C(c2ccccc2)CC1c1ccccc1 (configuration not stated) | 6 | 4 | -6 | -2 | 1 | 4 | 0.0 | 8.3* | -5 | -10
CCSc1nnc(NC(=O)CCc2ccccc2)s1 | 14 | 10 | -5 | 3 | 3 | -5 | 1.8 | -2 | 4 | 6
COc1ccc(-c2cc(C(F)F)n3ncc(C(=O)N4CCN5CCCC5C4)c3n2)cc1 (configuration not stated) | -1 | -3 | -1 | 2 | 18 | 5 | 0.1 | -4 | 2 | -7
O=C(CSc1nnc(CNC(=O)c2c(F)cccc2Cl)o1)NCc1ccc(F)cc1 | -7 | 0 | 1 | -1 | -16 | -1 | 2.4 | -1 | 1 | -2
C=CCSc1nccc(-c2cc(Cl)sc2Cl)n1 | -9 | -2 | 5 | -4 | -7 | 0 | -1.4 | 0 | -7 | 1
CCC(C(=O)OCC(=O)Nc1cc(OC)ccc1OC)c1ccccc1 (configuration not stated) | 3 | -4 | 4 | 3 | 12 | 0 | -0.5 | -3 | 1 | -13
CCc1ccccc1NC(=O)NNS(=O)(=O)c1cc(C)ccc1C | -1 | -4 | -5 | -4 | 7 | -4 | -0.9 | -1 | -5 | -3
O=C(Nc1ccc(N2CCCC2)cc1)c1ccccc1[N+](=O)[O-] | 8 | 5 | 8 | -3 | 6 | 21 | -2.8 | -1 | 5 | 23
CCc1nc(SCc2ccc(OC)cc2)n[nH]1 | 1 | -9 | 1 | -7 | -4 | -3 | 0.1 | -1 | 3 | 2
Cc1cc2nc(CCN(Cc3cccnc3)C(=S)Nc3ccccc3)[nH]c2cc1C | 1 | -5 | 3 | -1 | 2 | 3 | 2.3 | -2 | -4 | -10

SMARCA2 activ: entries above that show a hit.
compound	ARFGAP1 inh	NR1D1 modulator	ABHD4 inh	GC-B act	ASAP1 inh	PG9 binder	SMARCA2 activ	GC-A act	HTRA1 inhibitor
CCOC(=O)/C=C(\C)N1N=C(c2ccccc2)CC1c1ccccc1 (configuration not stated)	6	4	-6	-2	1	0.0	8.3*	-5	-10

Next records
smiles | ARFGAP1 inh | NR1D1 modulator | ABHD4 inh | GC-B act | ASAP1 inh | rCAG binder | PG9 binder | SMARCA2 activ | GC-A act | HTRA1 inhibitor
COC(CNC(=O)[C@H](Cc1c[nH]c2ccccc12)NC1(C(=O)NC2CCCCC2)CCCCC1)OC | nt | -3 | -4 | -7 | nt | nt | nt | nt | -2 | nt
CCSc1nc2ccccc2n1C(=O)/C=C/c1ccc(OC)c(OC)c1 | -3 | 5 | 0 | 8 | -2 | 7 | 3.0 | -10 | 7 | 4
N#C/C(=C\c1ccncc1)C(N)=O | 0 | -5 | 4 | 1 | 2 | -2 | -1.1 | -1 | -11 | 9
CCOC(=O)c1ccc(NC(=O)N2CCN(c3ccccn3)CC2)cc1 | -6 | 2 | -5 | 6 | 7 | -5 | 0.3 | -1 | -3 | 6
CCN(CC(=O)Nc1ccc(OC)cc1)CC(=O)Nc1ccc2c(c1)OCO2 | -8 | -5 | -2 | 2 | -2 | 1 | 0.7 | -2 | -1 | -3
Cc1nn(C)c(C(=O)NNC(=S)NCc2ccco2)c1Cl | -3 | 3 | 6 | 5 | -6 | 10 | -0.4 | -3 | 2 | 11
Cc1ccc(C)c(OCCC(=O)Nc2cccc(S(=O)(=O)N3CCCC3)c2)c1 | -1 | -3 | -2 | 0 | 4 | 3 | -2.5 | -1 | 1 | -22
Cc1sc(NC(=O)c2ccco2)c(C(=O)c2ccc(Cl)cc2)c1C | -2 | 3 | -2 | 2 | -10 | 5 | 0.3 | -2 | 2 | -16
O=C(Cc1ccc(Cl)cc1)Nc1ccc2oc(=O)ccc2c1 | 11 | -9 | 1 | -5 | 0 | 8 | 0.5 | 2 | -1 | -14
CCOC(=O)C1CCN(c2c(C(=O)c3ccccc3)cnc3ccc(CC)cc23)CC1 | -11 | -1 | 3 | 5 | -11 | 3 | -0.3 | -2 | 0 | -12
C[C@@H]1CN([C@H](C)CO)C(=O)CCCn2nncc2CO[C@H]1CN(C)Cc1ccc(Oc2ccccc2)cc1 | 0 | -3 | 7 | 4 | -8 | -1 | 0.2 | -2 | 0 | -3
COc1ccc(-c2ccc3c(c2)O[C@@H](CN(C)C(=O)c2ccccc2F)[C@@H](C)CN([C@@H](C)CO)S3(=O)=O)cc1 | -11 | 5 | 0 | 1 | -10 | 6 | -1.6 | -3 | 4 | -1
CCCCNC(=O)N1CCN(Cc2cccc(F)c2)CC1 | 7 | 2 | -7 | 8 | 11 | -2 | -0.6 | -4 | 6 | 5
Cc1ccccc1OCCSc1nc2ncnc(N)c2[nH]1 | -7 | 3 | -6 | -5 | 13 | 2 | 2.6 | -2 | -2 | 0
CC(C)(C)OC(=O)N1CCCN(C(c2cc3ccccc3o2)c2nnnn2C(C)(C)C)CC1 (configuration not stated) | -11 | 0 | -3 | -3 | -4 | 0 | -0.6 | -3 | -6 | nt
O=C(N/N=C/c1ccc(F)cc1)c1cccc(NC(=O)c2ccc(F)cc2)c1 | -4 | -6 | -36 | 3 | -2 | 11 | -1.1 | 6 | 5 | -64
COCCNCCOCCOc1cccc(OC)c1 | 5 | 5 | -6 | 1 | -5 | -2 | 0.6 | 0 | 3 | 5
CC(=O)Nc1cccc(-c2cc(-c3c(Cl)cccc3Cl)no2)c1 | 3 | 0 | -36 | 3 | 4 | 6 | -1.5 | 1 | -2 | -30
CN(C)S(=O)(=O)c1cccc(C(=O)OCC(=O)Nc2ccccc2OC(F)F)c1 | -11 | 2 | 8 | -7 | 7 | 2 | -0.4 | 2 | 0 | -4
CC1(C)C[C@H]2C3=CCC4[C@@]5(C)CC[C@H](O)[C@](C)(CO)C5CC[C@@]4(C)[C@]3(C)CC[C@@]2(C)[C@H](O)[C@@H]1O (some centres not stated) | -7 | 7 | 13 | -10 | -16 | 4 | -1.0 | 1 | -5 | -27
Cc1cccc(C)c1NC(=O)CSc1nnc(-c2ccoc2C)n1C | -4 | 3 | 0 | -1 | 2 | -2 | 0.4 | -2 | 2 | 6
CC(=O)Nc1cc(NC(C)=O)cc(C(=O)OCC(=O)Nc2ccc(S(=O)(=O)NC3=NCCCCC3)cc2)c1 | 6 | 2 | 2 | 0 | 7 | 9 | -1.7 | -1 | 2 | 2
Cc1ccccc1S(=O)(=O)Cc1ccc(C(=O)NC2CC2)o1 | -8 | 1 | 0 | 1 | 4 | -3 | 0.9 | -1 | 3 | -2
CC1=C(C(=O)Nc2ccccc2F)C(c2cccs2)C2=C(CCCC2=O)N1 (configuration not stated) | 8 | -5 | 10 | -5 | 12 | 0 | -0.9 | 2 | -15 | -4
Nc1nc(SCC(=O)N2CCCC2)[nH]c(=O)c1NC(=O)c1ccco1 | 3 | 1 | 5 | 5 | -5 | 1 | 0.0 | -2 | 5 | -5
CCOC(=O)C1CCCN(C(=O)C(=O)c2cn(CC(=O)N3CCOCC3)c3ccccc23)C1 (configuration not stated) | 12 | 1 | -1 | 0 | 11 | -3 | -1.0 | -3 | 3 | 11
C[C@H](OC(=O)NCc1ccc(C(F)(F)F)cc1)[C@@H]1O[C@@]2(C)CCC[C@@H]1O2 | 1 | -5 | 0 | 2 | 2 | -6 | 0.5 | 0 | 5 | -3
O=C(Nc1ccc2oc(-c3ccncc3)nc2c1)c1c(F)c(F)c(F)c(F)c1F | -3 | -7 | 4 | -17 | -2 | 1 | 1.1 | 0 | -37 | -2
Cc1cc(NC(=O)CSc2ncn[nH]2)no1 | -18 | -3 | 3 | 3 | 0 | 1 | -1.2 | 1 | 3 | -2
COCCCNC(=O)/C(=C\c1cccn1C)NC(=O)c1cccs1 | 5 | 6 | 1 | -4 | -3 | 0 | 0.7 | -2 | 0 | 6
N#Cc1ccsc1NC(=O)c1cnccn1 | -12 | -1 | 0 | 1 | 0 | 0 | 0.6 | 1 | -1 | 12
O=C(c1ccccc1)N1CCN(CC(O)COc2cccc3ccccc23)CC1 (configuration not stated) | 0 | -4 | 2 | -5 | -2 | -3 | 0.2 | -2 | -4 | 3
Cc1cc(=O)c(C(=O)O)cn1Nc1ccc(Cl)cc1 | 6 | 2 | 2 | 5 | -10 | -1 | -0.5 | 1 | 0 | 2
COc1ccc(-c2nc3ccccn3c2CN2CCN(c3ccccc3F)CC2)cc1 | -3 | 1 | 1 | 5 | -2 | -4 | -0.1 | 0 | 4 | -10
COCCn1c(SCC(=O)Nc2ccc(F)cc2)nc2ccccc2c1=O | -10 | -4 | 0 | 2 | 3 | -4 | -0.4 | -1 | -2 | 4
CC(C)(C)SCCNC(=O)CSc1ccccc1 | 0 | 5 | 2 | 0 | -1 | -1 | -1.3 | 6 | 1 | 7
COc1ccc(C(CC(=O)c2ccc(C)cc2)C(C#N)C#N)cc1OC (configuration not stated) | 20 | -1 | 5 | -3 | 0 | -1 | -0.2 | -5 | 0 | -9
CC(C)c1csc(CN2CCC(CCC(=O)NCC3CCCO3)CC2)n1 (configuration not stated) | -20 | 1 | 2 | 10 | 7 | -9 | -1.7 | -2 | 1 | -2
O=C(N/N=C/c1cccc(O)c1)N/N=C/c1cccc(O)c1 | 6 | -1 | -3 | -3 | -5 | 2 | -0.9 | 1 | -4 | 13
O=C(C[C@@H]1C/C=C\CCC(=O)O[C@H](c2ccccc2)CNC1=O)N[C@H](CO)Cc1ccccc1 | 5 | 2 | 6 | 0 | 2 | -6 | 0.4 | -1 | 0 | 4
Cc1cc(C)c(C(=O)c2ccc(C(=O)N(C(C)C)C(C)C)cc2)c(C)c1 | -5 | -2 | -2 | 3 | 10 | -5 | 0.7 | -3 | 3 | -15
CCOC(=O)c1nnsc1Nc1ccc(C)c(C)c1 | 2 | -2 | -4 | 6 | 4 | 0 | 0.8 | 1 | 5 | -3
